Screens from PubChem.
NPY-Y2 antag = NPY-Y2 receptor antagonists, primary screen, cell-based; hit rate 0.99% among 140,000; inhibition, % at 2.7 µM; NPY-Y2 expressing cells, antagonist mode; Neuropeptide Y receptor type 2 (Homo sapiens), P49146; in the data active = inhibition above about 17%;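 note: 0% = vehicle with agonist challenge and 100% = reference antagonist with challenge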
Target sequence (P49146 whole entry, looked up): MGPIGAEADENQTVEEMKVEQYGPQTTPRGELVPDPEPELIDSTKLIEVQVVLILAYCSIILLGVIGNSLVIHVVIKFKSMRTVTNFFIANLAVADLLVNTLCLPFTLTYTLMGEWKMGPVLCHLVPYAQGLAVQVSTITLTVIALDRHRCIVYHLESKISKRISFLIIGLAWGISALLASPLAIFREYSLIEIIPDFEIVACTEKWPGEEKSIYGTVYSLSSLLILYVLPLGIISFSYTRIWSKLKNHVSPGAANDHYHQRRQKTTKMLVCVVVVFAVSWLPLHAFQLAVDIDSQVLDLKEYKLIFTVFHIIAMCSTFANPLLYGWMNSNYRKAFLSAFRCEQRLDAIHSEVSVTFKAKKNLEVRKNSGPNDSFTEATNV
MRP1 act = H69AR viability gain despite doxorubicin, primary screen, MRP-1 activator project, H69AR cells, CellTiter-Glo; hit rate 0.61% among 140,000; viability rescue; viability increase, % at 10 µM;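 active = viability gain under doxorubicin at or above a set limit, the compound median plus 3 SD, cut at about 4.7% in these data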;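 note: MRP-1 overexpressing cells given doxorubicin 25 µM after compound pretreatment; 18-22 h compound pretreatment then 72 h with doxorubicin before readout; 0% = doxorubicin-only wells and 100% = vehicle-treated cells without doxorubicin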
bCat KO growth = primary screen for growth suppressors in beta-catenin knockout HCT116 cells (colon tumor, human); HCT116 beta-catenin knockout viability, CellTiter-Glo, 60 h; active compounds read low; hit rate 1.5% among 140,000; viability, % at 10 µM; AID 818, 2007;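 active = viability at or under a set limit, the compound median less 4 SD, cut at about 6% in these data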;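 note: 0% = Hyamine 1622 control at 20 µM and 100% = untreated cell control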
Yeast growth inh = growth inhibitors of yeast BB579 in restrictive medium, primary screen, yeast lifespan-shortening project, S. cerevisiae | OD615, 48 h | inhibition, % at 10 µM | hit rate 0.51% among 140,000 | AID 804, 2007;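 active = inhibition above a set limit, 3 SD over the mean compound inhibition, cut at about 44% in these data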; note: inactives centre near -24
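Material: Saccharomyces cerevisiae DeaD strain BB579, replicative lifespan model yeast; buffer or medium: CSMM-D restrictive synthetic medium containing dextrose (glucose); compound: 10 µM single dose, DMSO 0.25%; timing: 48 h compound exposure at 30 °C after 4 h preincubation; signal: turbidity as optical density at 615 nm; benchmarks: positive control amphotericin B 10 µg/mL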
Phagocyt inh = inhibitors of macrophage phagocytosis, primary screen, imaging, J774A.1 cells, IgG beads. inhibition, % at 5 µM. hit rate 0.07% among 110,000. J774A.1 macrophage IgG-bead phagocytosis. AID 1029, 2008;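 active = inhibition above the mean of the plate negative controls plus 5 SD, cut at about 13% in these data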;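 note: phagocytic index as fraction of beads internalized from green versus red external bead signal; plate controls were DMSO negative control for no effect and cytochalasin-D positive control for full effect; some results beyond the cut were filed as inactive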
E-sel TNF inh = E-selectin induction blockers in HUVEC – imaging, immunofluorescence, high content, primary screen | HUVEC TNFa-induced E-selectin immunofluorescence | inhibition, % at 2 µM | hit rate 0.71% among 120,000 | AID 1246, 2008;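 active = inhibition above the batch mean plus 3 SD, and confirmed as a hit on visual image review, cut at about 43% in these data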;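 note: 0% = TNF-stimulated DMSO wells and 100% = unstimulated control wells; not every result past the cut was called active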
Yeast lifespan up = compounds extending yeast replicative lifespan, primary screen, S. cerevisiae, OD615. inhibition of the nicotinamide effect, % at 10 µM. AID 775, 2007. hit rate 0.68% among 130,000. S. cerevisiae growth with nicotinamide; deaD strain in restrictive glucose medium;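 active = inhibition above a set limit, placed 3 SD over the median of all compounds, cut at about 26% in these data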;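 note: 0% = nicotinamide-treated wells and 100% = cells grown without nicotinamide; some compounds called inactive have numbers as strong as hits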
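Assay system: engineered S. cerevisiae DeaD replicative-lifespan strain, galactose-grown log-phase cells; medium: restrictive CSMM-D dextrose medium; also added: nicotinamide, 1.5 mM, co-present with compound; schedule: 48 h compound exposure at 30 °C, humidified; detection: absorbance at 615 nm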
GALR2 antag = GALR2 antagonists in receptor-expressing cells, primary screen; Galanin receptor type 2 (Homo sapiens), O43603; antagonist mode; inhibition, % at 4 µM; hit rate 0.39% among 140,000; AID 828, 2007; in the data active = inhibition above about 27%;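 note: cells stimulated with galanin 1-16 at roughly its EC80; 0% = agonist challenge control and 100% = basal control without agonist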
Target sequence (O43603 whole entry, looked up): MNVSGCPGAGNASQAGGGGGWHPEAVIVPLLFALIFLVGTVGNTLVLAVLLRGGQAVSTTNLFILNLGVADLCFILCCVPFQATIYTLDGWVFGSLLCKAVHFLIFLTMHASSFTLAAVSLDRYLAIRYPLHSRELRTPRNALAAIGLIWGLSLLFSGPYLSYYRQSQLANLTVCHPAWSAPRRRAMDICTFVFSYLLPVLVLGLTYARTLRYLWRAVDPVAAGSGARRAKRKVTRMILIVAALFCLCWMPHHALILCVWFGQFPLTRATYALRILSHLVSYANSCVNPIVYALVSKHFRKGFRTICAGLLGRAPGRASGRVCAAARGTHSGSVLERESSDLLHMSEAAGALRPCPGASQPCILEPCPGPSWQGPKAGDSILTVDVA
HCT116 PTEN-null = growth suppression of PTEN-null HCT116, primary screen, cell-based, CellTiter-Glo. AID 827, 2007. hit rate 1.2% among 140,000. viability, % at 10 µM. HCT116 PTEN-null viability, 60 h; active compounds read low;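 active = viability at or below a set limit, 4 SD under the median of all tested compounds, cut at about 3.7% in these data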;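 note: PTEN knockout HCT116 line with beta catenin targeted HCT116 as companion control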
Measles CPE = compounds protecting cells from measles virus cytopathic effect, primary screen, measles RdRp inhibitor project, single point, MLSMR library, absorbance; Measles virus-infected cells, CPE protection; protection (pct of control), % at 4 µM; hit rate 1.5% among 140,000; AID 841, 2007; in the data active = protection mostly above about 24%, no sharp cut-off; inactive = mostly below about 26%; note: some compounds called inactive have numbers as strong as hits
* marks the source's active call; other numbers are inactive results; nt = no result given.

SMILES	NPY-Y2 antag	MRP1 act	bCat KO growth	Yeast growth inh	Phagocyt inh	E-sel TNF inh	Yeast lifespan up	GALR2 antag	HCT116 PTEN-null	Measles CPE
O=C(Nc1ccc(F)cc1F)c1cc2n(n1)C(C(F)(F)F)C1CCCCC1N2 (stereo not given)	0	-0.3	97	-38	-1	-11	-10	-7	105	2
COc1ccc(CC(=O)Nc2ccc(-c3cn4ccccc4n3)cc2)cc1OC	2	0.5	80	-43	1	-11	-13	0	86	8
CC(=O)COC(=O)CCc1nc2ccccc2[nH]c1=O	0	0.1	103	-24	nt	-1	-14	-12	104	45
Cc1nn2c(C)nc3sc4c(c3c2nc1=O)CC(C)(C)OC4	-1	-4.4	94	-35	nt	-18	0	-13	100	2
CCCn1nc(NC(=O)C2CCCO2)c2cc3cc(C)ccc3nc21 (stereo not given)	0	-1.1	102	-39	-1	17	-13	9	96	1
O=C1/C(=C/c2cccs2)NC(=S)N1C1CC1	2	0.1	97	-12	1	18	-6	-4	97	1
CSCC[C@H](NC(=O)NCc1ccccc1F)C(=O)O	-2	-1.1	102	10	-1	7	-6	-3	100	30
COc1ccccc1CNC(=O)C(Cc1c[nH]c2ccccc12)NC(=O)OCc1ccccc1 (stereo not given)	-2	-0.6	80	1	-15	nt	2	5	77	12
O=C(COc1ccc(Br)cc1Cl)NC(=O)NCc1ccccc1	5	-2.4	100	-32	2	-30	7	-1	93	16
CCOC(=O)c1[nH]c(C)c(/C(O)=C2\C(=O)C(=O)N(CCN(C)C)C2c2ccc(C)o2)c1C (stereo not given)	7	-4.7	32	-18	3	5	-7	-5	35	5
CC(C)C[C@H](NC(=O)NCc1ccccc1Cl)C(=O)O	-1	-0.8	97	-46	-1	nt	5	-5	105	15
Cc1cccc(N(CC(=O)NCCSc2ccccn2)S(=O)(=O)c2ccccc2)c1	3	-1.9	95	-23	-7	nt	5	-10	94	12
CN(CC(=O)Nc1ccc(Cl)c(C(F)(F)F)c1)C(=O)/C=C/c1ccco1	4	-2.1	84	-21	-3	nt	3	10	92	5
CC(C)c1cc(NCCCN2CCOCC2)n2c(nc3ccccc32)c1C#N	5	-5.3	79	-29	nt	-29	-8	2	87	17
CC(C)(C)CC(=O)NCCCCCCNC(=O)CC(C)(C)C	2	-0.9	99	-8	-2	nt	1	17	99	12
CCOc1ccc(CCNC(=O)CN2CCN(Cc3ccccc3C)C2=O)cc1OCC	2	-1.0	102	2	3	-1	-17	8	110	4
CCOCCCNC(=O)c1ccccc1SC	0	-1.6	92	-25	0	-13	-3	7	98	9
COc1cc(S(=O)(=O)N(Cc2ccc(C)cc2)C2CCCCC2)ccc1-n1cnnn1	3	-2.0	62	-10	-1	-37	-11	5	61	1
CC(C)(C)NS(=O)(=O)c1cnc(Cl)c(Cl)c1	0	-3.1	80	35	nt	-3	7	13	93	5
CCOC(=O)C1=C(N)Oc2cc(C)oc(=O)c2C1c1cccnc1 (stereo not given)	2	-3.9	105	-22	0	-8	-18	3	104	4
CCOc1ccc(OCc2ccc(C(=O)N3CCc4ccccc4C3)o2)cc1	8	-0.8	69	-5	nt	-60	-22	-11	66	12
Fc1ccc(CSc2ncnc3nc[nH]c23)cc1	5	-0.4	96	-58	0	-40	-3	9	102	3
Cc1cc2occ(CC(=O)OCC(=O)Nc3sc4c(c3C#N)CCC(C)C4)c2cc1C (stereo not given)	5	-2.4	84	-41	-4	22	8	-1	86	4
C/C(=C/c1oc2ccc(O)cc2c1[N+](=O)[O-])N(C)C	6	-1.9	74	-13	0	-9	-6	5	77	27
COC(=O)c1ccccc1NC(=O)c1ccc(COc2cc(C)cc(C)c2)o1	9	3.0	99	-34	2	-43	-3	-14	108	20
Cc1ccc(NC(=O)CCC(=O)OCC(=O)c2ccc(Oc3ccc([N+](=O)[O-])cc3)cc2)cc1C	-2	-1.7	80	-11	-3	-7	-3	3	89	2
Cc1ccc(NC(N)=S)cc1C	-1	0.3	102	-25	-9	-1	8	10	102	1
CC1=NN(c2ccccc2)C(=O)/C1=C/c1cccs1	2	-2.4	95	2	nt	nt	8	24	89	5
CSCC[C@H](NC(=O)OC(C)(C)C)C(=O)N/N=C/c1cc2ccc(C)cc2nc1Cl	2	-3.1	1.0*	-31	-8	nt	1	-8	1.6*	6
Cn1c(=O)n(C)c2cc(/C=N/NC(=O)c3ccc(Cl)cc3Cl)ccc21	15	-1.4	89	-4	nt	-40	-12	5	nt	28
C=CCn1c(-c2csc3c2CCC(C)C3)n[nH]c1=S (stereo not given)	6	0.4	83	-22	-8	nt	11	-1	93	5
CCOc1cc(CNc2ccc(S(N)(=O)=O)cc2)cc(Cl)c1OC	14	-2.8	72	-30	-5	nt	0	-2	66	0
CC(C)(C)n1nnnc1C(c1cccs1)N1CCCc2ccccc21 (stereo not given)	8	-3.6	74	-9	0	13	-3	-13	92	8
CCOC(=O)c1sc2nc(CC(=O)OC)nc(NCC(=O)OC)c2c1C	1	-1.5	118	-38	-2	-6	-18	-1	103	38
Cc1ccc(S(=O)(=O)CCC(=O)OCC(=O)c2c[nH]c3ccccc23)cc1	1	-2.3	94	-9	-1	1	-1	9	92	26
CCOc1ccc(OCCCN(C)C)cc1	6	-2.5	101	-12	-2	-28	-7	0	102	20
CCCCOc1ccc(CSC(=N)N)cc1[N+](=O)[O-]	1	-1.0	46	-41	-1	16	-9	-9	33	23
O=C1c2ccccc2C(Nc2ccc3c(c2)OCCO3)N1c1ccccn1 (stereo not given)	3	-3.7	80	-15	nt	nt	36*	10	77	3
Cc1cccc(N2C(=O)CCC2=O)c1	1	-1.8	103	-15	nt	-12	nt	-2	101	5
CCCn1c(-c2nonc2N)nc2ccccc21	6	-4.3	95	-56	nt	-2	nt	5	87	3
CCN(CC)C(=S)SCC(=O)Nc1nc(-c2ccccc2)c(-c2ccccc2)o1	3	-2.9	30	-39	-11	nt	1	8	27	8
Cc1c(C(=O)NCCC2=CCCCC2)cccc1[N+](=O)[O-]	4	-2.8	95	-10	-2	-11	-10	-6	91	6
CC(C)NC(=O)c1nc2ccccc2s1	1	-0.8	95	-20	2	4	-16	6	100	4
CCOC(=O)C1=C(CC)OC(N)=C(C#N)C1c1ccsc1 (stereo not given)	5	-0.5	88	-44	-1	-7	3	3	98	10
COc1cc(/C=N/NC(=O)CSCc2ccc([N+](=O)[O-])cc2)cc(OC)c1OC	0	-1.9	95	-27	nt	10	-21	-5	94	11
COCCN(CCOC)Cc1c(O)ccc2c3c(c(=O)oc12)CCC3	2	-1.4	97	-42	-2	nt	22	11	105	3
CCCCOc1ccc(S(=O)(=O)N2CCCCCC2)cc1	1	-2.5	64	-31	-3	-2	-11	-5	67	7
COC(=O)c1cccc(N2C(=O)C3CC=CCC3C2=O)c1 (stereo not given)	2	-0.6	103	-31	nt	-5	nt	-13	105	11
COc1ccc(C2=C(Nc3ccc(C)cc3)c3ccccc3C2=O)cc1	-6	-4.5	94	-30	-6	15	22	0	87	2
CCOC(=O)c1[nH]c(C)c(/C(O)=C2\C(=O)C(=O)N(CCCn3ccnc3)C2c2ccncc2)c1C (stereo not given)	1	-3.7	86	-12	-1	-30	3	5	105	11
CCCCOc1ccc(CSC(CC(=O)O)C(=O)O)cc1 (stereo not given)	4	-0.6	93	-24	nt	-17	-5	3	102	12
Nc1ccc(N2CCN(C(=O)c3cccs3)CC2)cc1	0	-2.0	69	-35	0	3	-19	-22	56	4
COC(=O)c1ccc(C(=O)OC)c(NC(=S)N2CC(C)CC(C)C2)c1 (stereo not given)	3	-0.4	96	-30	-2	-14	11	-1	95	11
Cc1ccc(OCCN2C(=O)NC3(CCc4ccccc4C3)C2=O)cc1 (stereo not given)	5	-1.3	91	-9	-8	nt	8	0	92	13
Cc1c(NC(=O)C(C)OC(=O)c2cccnc2)c(=O)n(-c2ccccc2)n1C (stereo not given)	2	-0.1	88	-16	0	1	5	-5	100	16
Cc1nnc(NC(=O)c2ccccc2Br)s1	1	6.0*	102	-13	0	-31	-19	2	110	8
Cc1nc2ccccn2c1/C(O)=C1\C(=O)C(=O)N(CCCn2ccnc2)C1c1ccncc1 (stereo not given)	1	-3.8	95	-30	-3	-1	-11	-7	92	9
O=C(O)C1CC(=O)N(c2ccc(OCc3c(F)cccc3Cl)cc2)C1 (stereo not given)	1	-1.5	100	-45	-1	-30	-9	0	99	22
CCOC(=O)c1sc(=S)n(-c2ccccc2OC)c1N	2	-0.9	82	4	-1	-6	-11	9	89	14
O=C(NNC(=S)NCc1ccccc1)c1ccc(OC(F)F)cc1	6	-1.3	94	-16	-4	nt	2	5	100	3
Continued.
SMILES	NPY-Y2 antag	MRP1 act	bCat KO growth	Yeast growth inh	Phagocyt inh	E-sel TNF inh	Yeast lifespan up	GALR2 antag	HCT116 PTEN-null	Measles CPE
CCOP(=O)(OCC)C(Nc1cccc(C(F)(F)F)c1)c1ccc(C)cc1 (stereo not given)	3	2.4	84	5	-3	nt	1	-7	71	nt
O=C1CCSc2ccc(Cl)cc2N1Cc1ccccc1	3	-2.4	101	-33	2	-26	-10	1	87	27
COc1cc(C=O)c(Br)cc1OC1CCCC1	3	-1.0	77	-25	0	15	5	-8	83	8
NC(=O)CSc1nnc(Cc2csc(Nc3ccc(F)cc3)n2)n1Cc1ccccc1	1	-1.7	89	-8	nt	5	nt	-17	90	21
CCn1c(SCC(=O)Nc2ccc(C(C)=O)cc2)nc2nc3c(cc2c1=O)CCCC3	0	-3.1	38	-6	-1	34	-4	2	43	0
Cc1cc(C)c2cc(C#N)c(SCC(=O)NCC3CCCO3)nc2c1 (stereo not given)	1	-3.4	75	-43	-1	nt	-11	6	89	11
CCS(=O)(=O)Nc1cc(C(=O)OC)ccc1C(=O)OC	-1	-0.4	91	-20	-1	-2	-11	-11	94	5
Cc1occc1C(=O)NCc1ccccc1F	2	-3.3	96	2	3	-1	-6	-8	93	8

Quoted at random: 3 compounds from above.
SMILES	NPY-Y2 antag	MRP1 act	bCat KO growth	Yeast growth inh	Phagocyt inh	E-sel TNF inh	Yeast lifespan up	GALR2 antag	HCT116 PTEN-null	Measles CPE
Cc1occc1C(=O)NCc1ccccc1F	2	-3.3	96	2	3	-1	-6	-8	93	8
Cc1cc(C)c2cc(C#N)c(SCC(=O)NCC3CCCO3)nc2c1 (stereo not given)	1	-3.4	75	-43	-1	nt	-11	6	89	11
CCS(=O)(=O)Nc1cc(C(=O)OC)ccc1C(=O)OC	-1	-0.4	91	-20	-1	-2	-11	-11	94	5
